RAM network inh = yeast RAM network inhibition; S. cerevisiae dse1pr::URA3 reporter, 5-FOA growth OD615, 2 d; analog-sensitive cbk1-as2 kinase mutant strain; inhibition, % at 50 µM; 190,000 tested, 1.8% active;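 active = inhibition above a set limit, 3 SD over mean compound inhibition, cut at about 8.4% in these data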;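 note: 0% = DMSO-only wells with no growth and 100% = 10 µM 1-NA-PP1 full growth; inhibition rescues growth on 5-FOA so higher OD means more RAM inhibition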
Redox H2O2 prof = compounds producing H2O2 with reducing agent – biochemical, NIH compound library profiling, artefact control for MLSCN library redox annotation, primary screen. DTT-dependent redox cycling H2O2, phenol red/HRP absorbance; 100% = 100 µM peroxide control, 0% = buffer. activation, % at 10 µM. 200,000 tested, 0.03% active. AID 878;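 active = activation of at least 50% relative to the plate's high and low controls in the primary single-dose screen; inactive = activation below 50%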;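 note: compound incubated with DTT at 0.8 mM final as the reducing agent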
PMI act satM6P = activators of human phosphomannose isomerase at near-saturating mannose 6-phosphate. P34949. coupled PMI enzyme assay, resazurin fluorescence, 20 min; stronger effect = higher value; 1 = untreated enzyme, 0 = substrate-free blank. activation factor at 20 µM. 190,000 tested, 0.34% active;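 active = activation factor of 2 or more at 20 µM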
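Material: human phosphomannose isomerase with PGI, G6PDH, diaphorase coupling enzymes; amount: PMI at 15 ng/mL final; also added: Mannose-6-phosphate 1.0 mM (near-saturating) plus 0.22 mM NADP+; incubation: enzyme reaction with compound 20 min at room temperature; signal: resorufin fluorescence (Ex 544/Em 590 nm) from resazurin via diaphorase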
PMI activator = increases human mannose-6-phosphate isomerase activity; P34949; activation factor at 20 µM; AID 1214; purified human PMI, coupled resazurin fluorescence, 20 min; stronger effect = higher value; 1 = vehicle control, 0 substrate-free wells; 190,000 tested, 0.005% active;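 active = activation factor of 2 or more at 20 µM, relative to plate controls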
Lmaj promast = inhibitors of Leishmania major promastigote growth. Leishmania major promastigotes, resazurin fluorescence viability. inhibition, % at 10 µM. 200,000 tested, 9% active. AID 1063; in the data active = inhibition above about 50%;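 note: promastigotes grown with compound for 44 hours at 28 °C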
TNAP inh noacc = TNAP (human) inhibition, acceptor-free conditions. P05186. purified TNAP, CDP-star luminescence, 30 min. inhibition, % at 20 µM. 200,000 tested, 0.26% active. AID 1012;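 active = tissue-nonspecific alkaline phosphatase inhibition above about 50% at 20 µM in the single-dose screen, limit read from the data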;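 note: 0% = DMSO negative control and 100% = EDTA positive control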
Target sequence (P05186 whole entry, looked up): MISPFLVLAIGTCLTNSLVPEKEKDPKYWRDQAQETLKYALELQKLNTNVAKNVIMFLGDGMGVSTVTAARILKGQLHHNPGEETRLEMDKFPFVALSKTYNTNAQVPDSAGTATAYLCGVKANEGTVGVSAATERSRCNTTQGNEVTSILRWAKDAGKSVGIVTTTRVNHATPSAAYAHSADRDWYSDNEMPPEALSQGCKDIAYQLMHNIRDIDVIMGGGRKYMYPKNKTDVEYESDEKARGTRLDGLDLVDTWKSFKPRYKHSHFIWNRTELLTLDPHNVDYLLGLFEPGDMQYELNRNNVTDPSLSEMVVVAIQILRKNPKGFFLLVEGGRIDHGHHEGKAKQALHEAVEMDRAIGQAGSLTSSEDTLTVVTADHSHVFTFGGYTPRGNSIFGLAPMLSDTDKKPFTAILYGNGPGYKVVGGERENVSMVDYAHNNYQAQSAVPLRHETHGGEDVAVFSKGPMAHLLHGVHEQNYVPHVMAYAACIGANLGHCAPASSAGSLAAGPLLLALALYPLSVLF
S1P3 antagonist = blocks the human S1P3 receptor; AID 485; CHO S1P3 NFAT-BLA reporter, FRET fluorescence, antagonist mode; Q99500; inhibition, % at 4.98 µM; 170,000 tested, 0.27% active;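 active = inhibition above the plate cutoff, the mean inhibition of test wells on that plate plus 3 SD, cut at about 28% in these data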;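 note: cells challenged with S1P at its EC80 of 0.8 µM; blue over green emission ratio from cleaved BLA substrate after 4 h stimulation; 0% = S1P-stimulated wells and 100% = unstimulated DMSO-only wells; some compounds past the cut are filed as inactive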
Target sequence (Q99500 whole entry, looked up): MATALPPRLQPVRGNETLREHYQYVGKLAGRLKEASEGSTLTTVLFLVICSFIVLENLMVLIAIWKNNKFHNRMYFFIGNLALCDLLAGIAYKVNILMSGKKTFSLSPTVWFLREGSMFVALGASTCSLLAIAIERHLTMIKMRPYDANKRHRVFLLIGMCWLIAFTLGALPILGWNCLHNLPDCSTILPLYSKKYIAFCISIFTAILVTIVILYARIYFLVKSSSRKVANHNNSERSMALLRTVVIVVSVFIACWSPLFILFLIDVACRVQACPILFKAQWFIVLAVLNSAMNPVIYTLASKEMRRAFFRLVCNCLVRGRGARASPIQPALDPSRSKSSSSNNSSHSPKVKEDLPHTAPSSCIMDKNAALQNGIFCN
HMGR II inh = inhibitors of class II HMG-CoA reductase from Enterococcus faecalis. purified E. faecalis HMGR, NADPH absorbance 340 nm kinetic. inhibition, % at 10 µM. 190,000 tested, 0.41% active. AID 1066;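 active = inhibition above a set limit, the median over all tested compounds plus 3 SD, cut at about 9.5% in these data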;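 note: enzyme runs in reverse so mevalonate oxidation gives rising NADPH absorbance; 0% = complete reaction with DMSO and 100% = background rate lacking mevalonate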
Hsp70 activator = transcriptional activators of Hsp70 | HeLa Hsp70 promoter luciferase reporter, luminescence; scaled: vehicle 0, proteasome-inhibitor control 100% | activation, % at 10 µM | 200,000 tested, 0.04% active;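 active = activation above the mean across all tested compounds plus 3 SD, cutoff set per campaign, cut at about 5.5% in these data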;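 note: 100% = MG132 at 30 µM as the positive control and 0% = DMSO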
TNAP inh hiacc = TNAP (human) inhibition, high acceptor; 200,000 tested, 0.03% active; inhibition, % at 20 µM; purified TNAP, CDP-star luminescence, 1 M DEA;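 active = over 50% inhibition of tissue-nonspecific alkaline phosphatase at 20 µM in the single-dose screen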;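 note: plate controls were DMSO wells for no effect and EDTA-quenched wells as full inhibition for full effect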
* = called active by the depositor. An unsorted share of the library, and some 12% of all compounds hit somewhere here.

What do the screens show for `CCC1(CC)NC(=O)N(CC(=O)OCC(=O)Nc2ccc(F)c(F)c2F)C1=O`?
RAM network inh: 1.5; Redox H2O2 prof: -0.7; PMI act satM6P: 1; PMI activator: 1.1; Lmaj promast: -5; TNAP inh noacc: -20; S1P3 antagonist: 10; HMGR II inh: 0; Hsp70 activator: -0.1; TNAP inh hiacc: -5

What do the screens show for `O=C(CSc1nnc2sc3ccccc3n12)c1ccco1`?
RAM network inh: 0.1; Redox H2O2 prof: 2.4; PMI act satM6P: 1; PMI activator: 0.9; Lmaj promast: 0; TNAP inh noacc: -1; S1P3 antagonist: -11; HMGR II inh: 1; Hsp70 activator: 0.0; TNAP inh hiacc: -2

Results for COC(c1ccccc1)c1nnc(CCC(=O)NC2CCCCC2)o1 (centres undefined) ?
RAM network inh: 2.6; Redox H2O2 prof: -0.1; PMI act satM6P: 1; PMI activator: 1; Lmaj promast: -5; TNAP inh noacc: -7; S1P3 antagonist: 3; HMGR II inh: 3; Hsp70 activator: -0.3; TNAP inh hiacc: -5

How did N=c1c2c3c(sc2ncn1Cc1ccco1)CCCCC3 do in these assays?
RAM network inh: 1.0; Redox H2O2 prof: -0.2; PMI act satM6P: 1.1; PMI activator: 1.1; Lmaj promast: 7; TNAP inh noacc: -2; S1P3 antagonist: 16; HMGR II inh: -3; Hsp70 activator: 0.0; TNAP inh hiacc: -8

Results for Cc1nc2sccn2c(=O)c1CCN1CCC(=C(c2ccc(F)cc2)c2ccc(F)cc2)CC1 ?
RAM network inh: -0.4; Redox H2O2 prof: 0.5; PMI act satM6P: 1; PMI activator: 1; Lmaj promast: 14; TNAP inh noacc: 0; S1P3 antagonist: -2; HMGR II inh: -2; Hsp70 activator: -0.3; TNAP inh hiacc: 5

What do the screens show for `Cc1ncc(CO)c(/C=N/NC(=S)Nc2cccc(Cl)c2)c1O`?
RAM network inh: 0.2; Redox H2O2 prof: -0.5; PMI act satM6P: 1.6; PMI activator: 1.4; Lmaj promast: 38; TNAP inh noacc: -174; S1P3 antagonist: -1; HMGR II inh: 0; Hsp70 activator: -0.3; TNAP inh hiacc: -1

How did Cc1nnc2sc(-c3ccncc3)nn12 do in these assays?
RAM network inh: -1.1; Redox H2O2 prof: 0.3; PMI act satM6P: 1.1; PMI activator: 1; Lmaj promast: 3; TNAP inh noacc: -6; S1P3 antagonist: -21; HMGR II inh: 0; Hsp70 activator: -0.1; TNAP inh hiacc: -3

How did CCC(=O)Nc1ccc(C(=O)NNC(=O)c2ccccc2)cc1 do in these assays?
RAM network inh: 0.4; Redox H2O2 prof: -1.0; PMI act satM6P: 1.1; PMI activator: 1; Lmaj promast: -6; TNAP inh noacc: -7; S1P3 antagonist: 5; HMGR II inh: -1; Hsp70 activator: -0.3; TNAP inh hiacc: -4

What do the screens show for `Cc1nc2ccccc2n1S(=O)(=O)c1ccc(Br)cc1`?
RAM network inh: 3.0; Redox H2O2 prof: -0.1; PMI act satM6P: 0.9; PMI activator: 1; Lmaj promast: 70*; TNAP inh noacc: -7; S1P3 antagonist: -2; HMGR II inh: -1; Hsp70 activator: -0.1; TNAP inh hiacc: -1

How did CCC(C)NC(=O)Cc1cn(C)c2ccccc12 (centres undefined) do in these assays?
RAM network inh: -0.5; Redox H2O2 prof: 0.3; PMI act satM6P: 1.1; PMI activator: 1; Lmaj promast: -2; TNAP inh noacc: 24; HMGR II inh: -9; Hsp70 activator: -0.1; TNAP inh hiacc: -2

Results for C=CCSC(=C(C#N)C#N)c1cc2c([nH]1)CCCC2 ?
RAM network inh: 11*; Redox H2O2 prof: 0.4; PMI act satM6P: 0.9; PMI activator: 0.9; Lmaj promast: 100*; TNAP inh noacc: 14; HMGR II inh: -7; Hsp70 activator: 0.7; TNAP inh hiacc: 11

What do the screens show for `Cc1ncc([N+](=O)[O-])n1Cc1ccc(Br)cc1`?
RAM network inh: 2.3; Redox H2O2 prof: 0.7; PMI act satM6P: 1; PMI activator: 1; Lmaj promast: 91*; TNAP inh noacc: -4; S1P3 antagonist: -5; HMGR II inh: -2; Hsp70 activator: 0.4; TNAP inh hiacc: -1

What do the screens show for `S=C1NCCc2ccc(Cl)cc2C1c1ccccc1` (centres undefined)?
RAM network inh: 0.2; Redox H2O2 prof: 2.3; PMI act satM6P: 1; PMI activator: 0.9; Lmaj promast: -2; TNAP inh noacc: 9; HMGR II inh: 17*; Hsp70 activator: -0.4; TNAP inh hiacc: 5

What do the screens show for `N#CCC(N)=C(C#N)C#N`?
RAM network inh: 0.0; Redox H2O2 prof: -0.1; PMI act satM6P: 0.9; PMI activator: 1; Lmaj promast: -6; TNAP inh noacc: -4; S1P3 antagonist: -4; HMGR II inh: -6; Hsp70 activator: 0.0; TNAP inh hiacc: 5

How did CC(=O)c1ccc(NC(=O)Nc2ccc(NS(=O)(=O)c3ccc(C)cc3)cc2)cc1 do in these assays?
RAM network inh: 4.0; Redox H2O2 prof: 0.1; PMI act satM6P: 1; PMI activator: 1; Lmaj promast: 43; TNAP inh noacc: -11; HMGR II inh: 0; Hsp70 activator: -0.5; TNAP inh hiacc: -6

Results for CN(C)CCCNS(=O)(=O)c1cc(Cl)ccc1Cl ?
RAM network inh: -0.3; Redox H2O2 prof: 1.3; PMI act satM6P: 0.9; PMI activator: 0.9; Lmaj promast: 34; TNAP inh noacc: -6; S1P3 antagonist: 4; HMGR II inh: 4; Hsp70 activator: -0.1; TNAP inh hiacc: 1

How did CSc1ccccc1NC(=O)Nc1cccc(Cl)c1C do in these assays?
RAM network inh: 4.5; Redox H2O2 prof: -1.7; PMI act satM6P: 1.2; PMI activator: 0.8; Lmaj promast: 22; TNAP inh noacc: -15; S1P3 antagonist: -15; HMGR II inh: -3; Hsp70 activator: 0.1; TNAP inh hiacc: -5

How did Cc1ccn2cc(CNS(=O)(=O)c3ccc4c(c3)OCCO4)nc2c1 do in these assays?
RAM network inh: 0.9; Redox H2O2 prof: -0.6; PMI act satM6P: 1; PMI activator: 0.9; Lmaj promast: 0; TNAP inh noacc: -4; S1P3 antagonist: -2; HMGR II inh: 2; Hsp70 activator: -0.3; TNAP inh hiacc: -1

How did CCCCC(=O)Nc1nnc(SCC(=O)N2CCN(c3ccccc3OC)CC2)s1 do in these assays?
RAM network inh: 0.7; Redox H2O2 prof: -0.5; PMI act satM6P: 1; PMI activator: 1; Lmaj promast: -9; TNAP inh noacc: -6; S1P3 antagonist: 14; HMGR II inh: 0; Hsp70 activator: -0.5; TNAP inh hiacc: 0

Results for O=C(CCc1nnc(Cc2ccc(-c3ccccc3)cc2)o1)NCCc1ccccn1 ?
RAM network inh: 1.4; Redox H2O2 prof: -0.2; PMI act satM6P: 0.9; PMI activator: 0.8; Lmaj promast: -5; TNAP inh noacc: -6; S1P3 antagonist: -8; HMGR II inh: -1; Hsp70 activator: -0.2; TNAP inh hiacc: -2

Next part, overlapping the part above by 2 compounds.
How did CCCCC(=O)Nc1nnc(SCC(=O)N2CCN(c3ccccc3OC)CC2)s1 do in these assays?
RAM network inh: 0.7; Redox H2O2 prof: -0.5; PMI act satM6P: 1; PMI activator: 1; Lmaj promast: -9; TNAP inh noacc: -6; S1P3 antagonist: 14; HMGR II inh: 0; Hsp70 activator: -0.5; TNAP inh hiacc: 0

Results for O=C(CCc1nnc(Cc2ccc(-c3ccccc3)cc2)o1)NCCc1ccccn1 ?
RAM network inh: 1.4; Redox H2O2 prof: -0.2; PMI act satM6P: 0.9; PMI activator: 0.8; Lmaj promast: -5; TNAP inh noacc: -6; S1P3 antagonist: -8; HMGR II inh: -1; Hsp70 activator: -0.2; TNAP inh hiacc: -2

How did O=C(c1ccccc1)c1ccc2ccccc2n1 do in these assays?
RAM network inh: 0.7; Redox H2O2 prof: 0.2; PMI act satM6P: 1; PMI activator: 1; Lmaj promast: -3; TNAP inh noacc: -15; HMGR II inh: -4; Hsp70 activator: -0.3; TNAP inh hiacc: -6

How did COc1ccc(C(C)=O)cc1CSc1nc(C)cc(C)n1 do in these assays?
RAM network inh: -1.2; Redox H2O2 prof: -1.2; PMI act satM6P: 0.9; PMI activator: 1; Lmaj promast: 26; TNAP inh noacc: 5; S1P3 antagonist: -6; HMGR II inh: -6; Hsp70 activator: -0.3; TNAP inh hiacc: -4

Results for CC1CCN(C(=O)CCc2ccc(S(=O)(=O)NC(C)C)cc2)CC1 ?
RAM network inh: 2.1; Redox H2O2 prof: 1.8; PMI act satM6P: 0.9; PMI activator: 1; Lmaj promast: 4; TNAP inh noacc: -8; HMGR II inh: 2; Hsp70 activator: -0.3; TNAP inh hiacc: 2

Results for CCN(CC)C(=O)c1cc2cc([N+](=O)[O-])ccc2s1 ?
RAM network inh: 0.7; Redox H2O2 prof: 1.0; PMI act satM6P: 1; PMI activator: 1; Lmaj promast: 1; TNAP inh noacc: -7; HMGR II inh: 2; Hsp70 activator: -0.2; TNAP inh hiacc: 2

How did COc1ccc(C(=O)OCC2CC(c3ccccc3)N(C)O2)cc1 (centres undefined) do in these assays?
RAM network inh: 2.2; Redox H2O2 prof: 0.1; PMI act satM6P: 1; PMI activator: 1; Lmaj promast: -7; TNAP inh noacc: -9; HMGR II inh: -2; Hsp70 activator: -0.2; TNAP inh hiacc: -5

What do the screens show for `N#C/C(=C\c1cc([N+](=O)[O-])c(N2CCOCC2)cc1N1CCOCC1)c1nc2ccccc2[nH]1`?
RAM network inh: 2.0; Redox H2O2 prof: -7.6; PMI act satM6P: 0.7; PMI activator: 0.8; Lmaj promast: 25; TNAP inh noacc: 14; HMGR II inh: -3; Hsp70 activator: 0.1; TNAP inh hiacc: 12

Results for O=C(NCC1CC1)[C@@H]1C[C@H]1[C@@H](NP(=O)(c1ccccc1)c1ccccc1)c1ccccc1 ?
RAM network inh: 2.2; Redox H2O2 prof: 0.4; PMI act satM6P: 1; PMI activator: 1; Lmaj promast: -6; TNAP inh noacc: -7; S1P3 antagonist: -15; HMGR II inh: -1; Hsp70 activator: 0.0; TNAP inh hiacc: 1

Results for Cc1nonc1OCCNCc1c(C(=O)N(C)C)nc2ccc(Cl)cn12 ?
RAM network inh: 0.4; Redox H2O2 prof: -1.0; Lmaj promast: 0; TNAP inh noacc: -10; S1P3 antagonist: 17; HMGR II inh: -4; Hsp70 activator: 0.0; TNAP inh hiacc: -5

What do the screens show for `Cc1cc(C)c2c(-n3cccc3)c(C(=O)NNS(=O)(=O)c3ccc(F)cc3)sc2n1`?
RAM network inh: 2.2; Redox H2O2 prof: 1.2; PMI act satM6P: 0.9; PMI activator: 0.9; Lmaj promast: 0; TNAP inh noacc: -3; HMGR II inh: -3; Hsp70 activator: -0.1; TNAP inh hiacc: 0

What do the screens show for `Cc1n[nH]c(C)c1CS(=O)(=O)c1ccccc1`?
RAM network inh: 1.5; Redox H2O2 prof: 2.6; PMI act satM6P: 1.2; PMI activator: 1.5; Lmaj promast: -4; TNAP inh noacc: 13; S1P3 antagonist: -4; HMGR II inh: 4; Hsp70 activator: -0.2; TNAP inh hiacc: 4

Screening results: PubChem BioAssay, several laboratories
